mouse IAP activators: activators of mouse IAP, confirmation, biochemical, luminescence, single concentration (AID 434970); purified mouse IAP, CDP-Star luminescence, 30 min; hits give low values; activity change, negative = activation, % at 10 µM; 2.9% of 11,000 active; in the data active = activity change below about -85%;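 note: percent relative to enzyme plus DMSO wells and wells without enzyme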
mouse IAP activators Fold change: also measured in mouse IAP activators; calls as there; activation factor; measured here: IAP activation factor; hits give high values;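 fold luminescence change scaled to plate control wells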
* marks the source's active call; other numbers are inactive results. Only part of the results is shown; count on the stated rates, not on these rows.

SMILES	mouse IAP activators	mouse IAP activators Fold change
CCn1ncc(Br)c1C(=O)Nc1ccc(C(=O)OC(C)C)cc1	-8.4	1.08
CC(C)n1nnnc1SCC(=O)Nc1ccc2c(c1)OCO2	2.4	0.976
CC(C)COc1ccc(CNC(=S)NCc2ccccc2)cc1	-11.7	1.12
CCN1C(=O)[C@H]2[C@H]3CN=C(SCC(=O)c4ccccc4)N3[C@@](CC)(C(=O)OC)[C@H]2C1=O	11.8	0.883
CCOC(=O)c1cnc2c(Cl)c(Cl)ccc2c1N1CCN(C)CC1	-3.5	1.03
Cc1ccc(SCC2(O)CCN(S(=O)(=O)c3ccc(Cl)cc3)CC2)cc1	0.5	0.995
C/C(CC(=O)Nc1ccccc1C)=N\NC(=O)Cc1csc(N)n1	1.6	0.984
CCN1CCN(C(=O)CSc2cc(=O)n(CC)c3ccccc23)CC1	5.6	0.944
O=C(O)c1ccccc1NC(=S)NC(NC(=O)c1ccccc1[N+](=O)[O-])C(Cl)(Cl)Cl (configuration not stated)	17.0	0.83
O=C(CSc1nc2ccccc2c(=O)n1Cc1ccco1)N1CCN(c2ccccc2)CC1	-0.3	1
Cc1[nH]c2ccccc2c1C1C(c2ccccc2)=NN=C(C(C)C)N1O (configuration not stated)	7.2	0.928
CCn1ccc(C(=O)NC2=C(C#N)CCC2)n1	0.2	0.998

Next section; it opens with the six that closed the last part.
SMILES	mouse IAP activators	mouse IAP activators Fold change
C/C(CC(=O)Nc1ccccc1C)=N\NC(=O)Cc1csc(N)n1	1.6	0.984
CCN1CCN(C(=O)CSc2cc(=O)n(CC)c3ccccc23)CC1	5.6	0.944
O=C(O)c1ccccc1NC(=S)NC(NC(=O)c1ccccc1[N+](=O)[O-])C(Cl)(Cl)Cl (configuration not stated)	17.0	0.83
O=C(CSc1nc2ccccc2c(=O)n1Cc1ccco1)N1CCN(c2ccccc2)CC1	-0.3	1
Cc1[nH]c2ccccc2c1C1C(c2ccccc2)=NN=C(C(C)C)N1O (configuration not stated)	7.2	0.928
CCn1ccc(C(=O)NC2=C(C#N)CCC2)n1	0.2	0.998
C=CCn1c(SCCN2CCOCC2)nc2c1c(=O)[nH]c(=O)n2C	7.3	0.926
O=C(CCC1CCCCC1)NCc1ccncc1	-10.7	1.11
Cc1ccc(N=C(c2cccs2)N2CCOCC2)cc1	9.0	0.91
COc1ccc(-c2cc3nc4c(c(=O)n3[nH]2)CCC4)cc1	-7.3	1.07
O=C(CC12CCC(CC1)C2)NCc1ccc2c(c1)OCO2	3.8	0.962
S=C(NCCN(C1CCCCC1)C1CCCC1)Nc1cccc(Cl)c1	-68.5	1.69
Cc1nc(C(=O)Nc2ccccc2Cl)cc2c1[nH]c1ccccc12	1.1	0.988
CCN(CC)C(=O)CSc1nc2ccccc2c(=O)n1-c1cccc(OC)c1	-2.9	1.03
CCc1cc2c(=O)c(-c3cnn(-c4ccccc4)c3)coc2c(CN2CCOCC2)c1O	2.5	0.974
O=C(COC(=O)c1ccc(S(=O)(=O)Nc2ccccc2)cc1)NCCN1C(=O)CSC1=O	3.8	0.962
CCOC(=O)C1Oc2ccccc2C(c2ccc(F)cc2)=C1C(=O)OC (configuration not stated)	7.4	0.926
CCOC(=O)N1CCC(C(N)=O)CC1	-6.0	1.06
COc1ccc(-c2cccc([C@H]3[C@@H]4C=CC[C@@H](C)[C@@H]4C(=O)N3Cc3ccccc3)c2)cc1	4.8	0.952
COCCn1c(SCC(=O)NCc2ccccc2)nnc1-c1ccco1	13.6	0.863
CC[C@]12c3[nH]c4ccc(Cl)cc4c3CCN1C(=O)[C@@H](CC(=O)NCCCn1ccnc1)C[C@@H]2C(=O)N1CCN(C(=O)C2CC2)CC1	-11.2	1.11
C#CCOCCOCCOCCNc1nc(N2CCN(C(=O)CCCCCCCCCCNC(=O)[C@@H](CCC(=O)O)n3cc(CCCCCN)nn3)CC2)nc(N2CCN(C(=O)CCCCCCCCCCNC(=O)[C@H]([C@@H](C)CC)n3cc(CCCCCN)nn3)CC2)n1	-175.5*	2.75*
C=CCOC1=CS(=O)(=O)N(Cc2ccc(Br)cc2)c2ccc(Br)cc21	8.9	0.911
O=C(Cn1cnnn1)Nc1ccccc1Cc1ccccc1	-6.2	1.06
Cc1ccc(SCC(=O)Nc2ccc(N3CCN(C)CC3)c(F)c2)c(C)c1	-13.0	1.13
CC(=O)c1c(C)nn(CCC(=O)O)c1C	1.2	0.988
CCCN1C(=O)c2ccc(C(=O)NC3CCCCC3)cc2C1=O	-6.9	1.07
Clc1ccc(-c2nn3cnnc3s2)c(Cl)c1	6.4	0.936
Cc1ccc2c(c1)nnn2C1CCN(CC(=O)c2ccc(Cl)cc2)CC1	9.6	0.905
Cc1ccc(CNC(=O)Cn2cnc3c(NCc4ccccc4)ncnc32)o1	-0.3	1
O=[N+]([O-])c1ccc(N=Nc2ccc(O)cc2O)cc1	16.4	0.836
Cc1cc2ccccc2cc(C)c1=O	-5.2	1.05
CCCC1=[N+](CC(=O)c2ccccc2)CCn2c(C)ccc21	-3.1	1.03
CCn1c(C)cc(/C=C2\NC(=O)N(Cc3ccccc3)C2=O)c1C	5.8	0.942
O=c1[nH]c2ccc(S(=O)(=O)Nc3ccc(-c4nnc5n4CCCCC5)cc3)cc2o1	13.0	0.87
COc1ccc(OC)c(NC(=O)CCNS(=O)(=O)c2ccc3[nH]c(=O)oc3c2)c1	61.6	0.384
Cc1cc(NC(=O)c2cccc(S(=O)(=O)N3CCOCC3)c2)no1	-4.0	1.04
O=C(O)CCC(=O)Nc1ccc(F)cc1	4.3	0.957
CCC1CC(CSc2ncn[nH]2)OC1=O (configuration not stated)	6.2	0.938
Cc1cc2c(c(C)c1Br)C(c1ccc3c(c1)OCO3)CC(=O)O2 (configuration not stated)	5.2	0.948
O=C(Nc1nc(-c2ccco2)c(-c2ccco2)s1)c1ccc(F)cc1F	59.6	0.403
Cc1ccc(S(=O)(=O)N2C[C@@H]3[C@H]4CC[C@H](C4)[C@@H]3[C@@H](C)[C@H]2c2ccco2)cc1	2.1	0.978
CCc1ccc(NC(=O)Nc2ccc3c(c2)N(C)C(=O)CS3)cc1	-113.8*	2.14*
COc1ccc(NCc2nnc(SCC(=O)c3ccc(C)cc3)o2)cc1	23.1	0.77
COc1ccc(NC(=O)C2Cc3ccccc3CN2C(=O)c2ccccc2)cn1 (configuration not stated)	6.9	0.931
CC(=O)N1CCN(c2nc(C)nc3sc4c(c23)CCC(C)C4)CC1 (configuration not stated)	7.0	0.93
CCC(NC(=O)CC[C@H]1O[C@@H](n2cc(C)c(=O)[nH]c2=O)C[C@@H]1O)c1ccccc1 (some centres not stated)	-1.4	1.01
COCCNC(=O)CN(C)S(=O)(=O)c1ccc2c(c1)OCCO2	7.2	0.928
COc1ccc(N/C(N)=N/c2nc(CSc3ccc(C)cc3)cc(=O)[nH]2)cc1	-18.7	1.19
N#CCc1ccc(NC(=O)Nc2cccc(Cl)c2)cc1	-87.6	1.88
Cc1cccc(NC(=S)NCCSc2ccc(Cl)cc2)c1	-24.9	1.25
Cc1cnn(CCC(=O)NNC(=S)Nc2ccc(F)cc2)c1	4.7	0.953
O=C1c2ccccc2[C@@H]2C[C@@H](O)[C@H](Nc3ccccc3Cl)CCN12	1.1	0.989
COc1ccc2[nH]c3c(c2c1)CCN1C(=O)C(CC(=O)NCC24CC5CC(CC(C5)C2)C4)C[C@H](C(=O)N2CCCCC2)[C@@]31C (some centres not stated)	-71.8	1.72
COC(=O)C1=C(C)OC(N)=C(C#N)C1c1ccsc1 (configuration not stated)	3.9	0.962
Cc1ccc2c(c1)nnn2C1CCN(C(=O)NC23CC4CC(CC(C4)C2)C3)CC1	-10.8	1.11
CN1C(=O)C2(c3ccccc31)N(C)CC(c1ccccn1)C21SC(=S)N(Cc2ccco2)C1=O (configuration not stated)	2.0	0.98
CCOC(=O)c1c(NC(=O)CSc2nnc(CNc3ccc(F)cc3)o2)sc(C(C)=O)c1C	20.2	0.797
COC(=O)[C@@]1(C)[C@H]2C(=O)N(Cc3ccccc3)C(=O)[C@H]2[C@H]2CN=C(SCC3CC3)N21	1.1	0.99
COc1cc(NC(=O)c2cc(C(C)C)on2)c(OC)cc1Cl	7.6	0.924
COc1cc2[nH]c(=O)n(CCC(=O)N3CCc4ccccc4C3)c(=O)c2cc1OC	5.9	0.941
O=C(ON=C1CCN(S(=O)(=O)c2ccccc2)CC1)c1ccc(F)cc1	-0.3	1
CCOC(=O)C1=C(C)N(C[C@@H]2CC[C@@H](Cc3ccc(-c4ccccc4)cc3)O2)C(=O)NC1c1cccc2ccccc12 (some centres not stated)	-6.0	1.06
O=C(Nc1ccccc1)Nc1ccc(-n2ccc(C(F)(F)F)n2)cc1	-60.0	1.6
CC(Oc1ccc(F)cc1)C(=O)Nc1ccc2ccccc2c1 (configuration not stated)	-19.3	1.19
COc1cc(C2NC(=O)NC(O)(C(F)(F)F)C2C(=O)c2ccc(Cl)cc2)ccc1O (configuration not stated)	4.8	0.952

Grouped by structure, those above with a cyano group.
SMILES	mouse IAP activators	mouse IAP activators Fold change
CCn1ccc(C(=O)NC2=C(C#N)CCC2)n1	0.2	0.998
N#CCc1ccc(NC(=O)Nc2cccc(Cl)c2)cc1	-87.6	1.88
COC(=O)C1=C(C)OC(N)=C(C#N)C1c1ccsc1 (configuration not stated)	3.9	0.962

(cont.)
SMILES	mouse IAP activators	mouse IAP activators Fold change
COc1cc2oc(=O)cc(-c3ccc(-c4ccc(O)cc4)cc3)c2c(OC)c1OC	9.0	0.91
Cc1cc(=O)n2[nH]c(-c3ccsc3-n3c(C)ccc3C)cc2n1	58.9	0.411
CCOc1ccccc1-c1nc(-c2ccc(C)nc2OC)no1	11.8	0.883
COc1ccccc1-n1c(SCC(N)=O)nnc1-c1ccccc1	4.3	0.957
COc1cc(NS(=O)(=O)c2ccc(Br)cc2)c(OC)cc1NC(=O)c1ccco1	6.0	0.94
Clc1cccc(Cl)c1-c1nnc2cccc(Cl)n12	9.6	0.904
O=C(Nc1ccccc1)c1cccc(S(=O)(=O)NCc2ccco2)c1	13.6	0.864
Cc1ccc(N(CC(=O)NCc2cccnc2)S(C)(=O)=O)cc1C	2.8	0.972
ON1C(c2ccccc2C(F)(F)F)N(O)[C@H]2CCCC[C@H]21 (some centres not stated)	5.2	0.948
Cc1cc(C(=O)N/N=C/c2ccc([N+](=O)[O-])o2)c(C)o1	68.5	0.316
N#Cc1ccc(S(=O)(=O)NC[C@H]2O[C@@H](n3cnc4c(N)ncnc43)[C@H](O)[C@@H]2O)cc1	-4.1	1.04
CCC1(C(=O)OC)NC(c2ccco2)C2C(=O)N(c3ccccc3)C(=O)C21 (configuration not stated)	-5.5	1.05
Cc1ccc2nc(N3C(=O)C(O)=C(C(=O)c4cc5ccccc5o4)C3c3cccs3)sc2c1 (configuration not stated)	34.8	0.652
O=C(CN1CCN(Cc2ccc(Cl)cc2)CC1)N/N=C/c1ccncc1	2.5	0.975
N#Cc1c(/N=C/c2cccs2)sc2c1CCCCC2	22.2	0.778
COCCn1c(-c2ccc(-c3ccccc3Cl)o2)nc2c1c(=O)[nH]c(=O)n2CC(C)C	-5.8	1.06
O=C(NCc1ccc2c(c1)CCO2)Nc1cccc(C(F)(F)F)c1	-143.5*	2.44*
COc1ccc2nc(SCC(=O)N(C)C3CCCCC3)c(C#N)cc2c1	9.6	0.904
CCOC(=O)N1CCN(c2c(-c3ccc(C)c(C)c3)c(=O)c2=O)CC1	4.3	0.957
COCCN(C(=O)CSc1nnc(Nc2ccccc2F)s1)c1c(N)n(Cc2ccccc2)c(=O)[nH]c1=O	-19.5	1.19
CC(C)C(C(=O)OCC(=O)c1ccc2c(c1)NC(=O)CO2)N1C(=O)c2ccccc2C1=O (configuration not stated)	-4.7	1.05
C=C(C)Cn1c(CCNC(=O)CCC)nc2ccccc21	-0.6	1.01
CC(C)c1[nH]nc2c1C(C(C)C)C(C#N)=C(N)O2 (configuration not stated)	-15.9	1.16
O=C(Nc1ccc(S(=O)(=O)N2CCCC2)cc1)c1ccc(CN2CCOCC2)cc1	0.9	0.99
CCCCn1nnnc1SCC(=O)N1CCOCC1	-4.2	1.04
CC(/C=N/NC(=O)c1n[nH]c2c1CCC2)=C\c1ccccc1	-0.8	1.01
CC(C)(C)NC(=O)NC(=O)Cn1cc(C(F)(F)F)ccc1=O	2.9	0.971
O=C(CN1CCN(C(c2ccccc2)c2ccccc2)CC1)NC(=O)NCc1ccco1	-0.6	1.01
Cc1nn(C)cc1/C=N/NC(=O)c1ccc2c(c1)OCO2	5.5	0.946
CCCNC(=O)c1nc2ncc(Br)cn2n1	1.8	0.982
CN(C)c1ccc(CNC23CN4CN(CN(C4)C2)C3)cc1	6.3	0.937
CC1CCCC(NC(=O)Cc2ccc(Br)cc2)C1C (configuration not stated)	-5.8	1.06
c1ccc(COc2ccc(OCCCN3CCCCC3)cc2)cc1	-3.5	1.04
CC(=O)c1sc(C(=O)O)c(-c2ccco2)c1-c1ccco1	63.6	0.364
CC(C)(C)OC(=O)C1=C(CO)CS[C@@H]2[C@H](NC(=O)Cc3ccccc3)C(=O)N12	13.9	0.861
CCn1nccc1C(=O)Nc1ccc(Cl)c(Cl)c1	4.8	0.952
CC1C(=O)NN=C1C(=O)N/N=C\c1ccc(O)cc1O (configuration not stated)	60.2	0.398
O=C(Nc1ccccc1)Nc1ccc2c(c1)CCC2	-94.8*	1.95*
O=C(Cn1[nH]c(=O)c2ccccc2c1=O)Nc1ccc2c(c1)CCC2	5.2	0.948
CCCCSCCCNC(=O)Nc1ccc(C)c(C)c1	-24.7	1.25
CCc1ccccc1NC1=NCC(=O)N1Cc1ccccc1	-0.1	1
COc1ccc(C2N=C(Nc3ccc(C)cc3)Nc3nc(C)cc(=O)n32)cc1 (configuration not stated)	-19.3	1.19
CCCC(=O)Nc1nnc(SCC(=O)NCc2cccs2)s1	11.0	0.89
O=C(CC1Sc2ccccc2NC1=O)OCC(=O)N1CCc2ccccc21 (configuration not stated)	-10.6	1.11
Cc1ccc(S(=O)(=O)N2C(=O)CCC2C(=O)Nc2ccc3c(c2)OCCO3)cc1 (configuration not stated)	-0.8	1.01
N=c1sccn1CC(=O)NCCc1ccc(Cl)cc1	-5.6	1.06
